IMP-1 inh: IMP-1 metallo-beta-lactamase inhibitors, primary screen, biochemical, epi-absorbance readout, Pseudomonas aeruginosa enzyme; metallo-beta-lactamase IMP-1 (Pseudomonas aeruginosa); purified IMP-1, nitrocefin hydrolysis, epi-absorbance fluorescence; inhibition, % at 5.6 µM; actives 0.45% (n = 290,000); AID 1556, 2009;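 active means inhibition above the mean plus 3 SD of all compounds in the same screening run, cut at about 4.5% in these data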;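 further: 0% = IMP-1 with DMSO and 100% = DMSO wells lacking enzyme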
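assay system = purified recombinant IMP-1 metallo-beta-lactamase enzyme | schedule = 15 min preincubation plus 25 min reaction at 25 °C | signal = Epi-absorbance fluorescence, 480 nm excitation, 530 nm emission | read-out basis = percent inhibition from optical density relative to buffer-blank wells | controls = IMP-1 with DMSO as 0%, enzyme-free DMSO as 100%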
IDE cell inh: human IDE inhibitors in live cells, primary screen, fluorescence polarization, HEK cells, FAbetaB substrate; inhibition, % at 5.59 µM; FAbetaB cleavage; Insulin-degrading enzyme (Homo sapiens), P14735; actives 0.41% (n = 320,000);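 active means percent inhibition above the average of all tested compounds plus 3 SD, set per screening campaign, cut at about 16% in these data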;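 further: IDE supplied by intact live HEK cells; FP after avidin binding of uncleaved biotin substrate so inhibition keeps polarization high; 0% = DMSO wells and 100% = 60 µM reference IDE inhibitor Ii1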
UBC9 SUMO inh: inhibitors of in vitro SUMOylation cascade, primary screen, biochemical, HTRF, uHTS. inhibition, % at 35 µM. actives 0.36% (n = 290,000). SUMO-conjugating enzyme UBC9 (Homo sapiens), P63279. HTRF SUMOylation assay, SAE1/SAE2 + UBC9; in the data active means inhibition above about 50%, passing the limit was not always enough; further: strong numbers were not always called active
GalR3 antagonist: GalR3 antagonists in HEK293 cells, primary screen, cell-based, fluorescence readout. Galanin receptor type 3 (Homo sapiens), O60755. HEK293 GalR3-CNG cAMP membrane potential fluorescence; galR3 body fused to GalR1 C-terminus. actives 0.44% (n = 360,000). AID 651719, 2012. inhibition, % at 3 µM;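 active means inhibition above the screen-wide average plus 3 SD, cut at about 13% in these data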;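 further: forskolin and galanin both at EC90 stimulate the cells; cAMP rise reported by CNG channel membrane potential dye signal; 0% = forskolin plus galanin with DMSO and 100% = forskolin alone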
p-CIP stab down: p/CIP-EGFP fusion destabilizers, primary screen, fluorescence, F442A cells | 16 h | AID 1984, 2009 | decrease of EGFP signal, % at 10 µM | actives 0.01% (n = 290,000);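 active means EGFP signal decrease of at least 30% at 10 µM or well 3 SD below plate mean, unless failing retest; inactive means the rest, including hits failing retest or dose response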; further: some compounds called inactive have numbers as strong as hits; many of its hits are not listed in these tables
CRFR2-BP antag: antagonists of CRF-BP/CRF-R2 complex, primary screen, cell-based, HEK293, calcium dye fluorescence, uHTS; actives 0.59% (n = 350,000); AID 588475, 2011; CRF-induced calcium fluorescence; inhibition, % at 11.8 µM;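 active means inhibition of the ligand-induced calcium signal above about 50% at the single tested concentration, limit read from the data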
IDE cell activ: human IDE activators in live cells, primary screen, fluorescence polarization, HEK cells, FAbeta-B substrate | FAbeta-B cleavage; 0% vehicle, 100% cell-free pure enzyme wells | actives 0.073% (n = 340,000) | Insulin-degrading enzyme (Homo sapiens), P14735 | activation, % at 5.96 µM;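 active means activation above the mean of all tested compounds plus 3 SD, set per screening campaign, cut at about 17% in these data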
NS3 helicase inh: inhibitors of HCV NS3 helicase, primary screen, biochemical, Cy5 molecular beacon fluorescence; Hepatitis C virus NS3 helicase; NS3 helicase DNA unwinding; inhibition, % at 10.9 µM; actives 0.56% (n = 290,000);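 active means inhibition above the mean of all tested compounds plus 3 SD, set per campaign, cut at about 35% in these data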;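 further: 0% = DMSO wells and 100% = thioflavine S control wells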
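System: Hepatitis C virus NS3 helicase domain fragment enzyme | Reagent: Annealed dual-labelled DNA beacon duplex, ATP-started | Compound dosing: 10.9 µM single point, 0.8% DMSO | Incubation: 1 h reaction at 25 °C, ATP-initiated | Technique: Cy5 fluorescence | Evaluation: Percent inhibition from t60/t0 fluorescence ratio | Benchmarks: Low DMSO, high thioflavine S at 110 µM | Replication: Singlicate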
VIM-2 inh: VIM-2 metallo-beta-lactamase inhibitors, primary screen, biochemical, epi-absorbance readout, Pseudomonas aeruginosa enzyme | purified VIM-2, nitrocefin hydrolysis, epi-absorbance fluorescence | inhibition, % at 5.6 µM | actives 0.89% (n = 290,000);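 active means inhibition above the mean of all tested compounds plus 3 SD, cutoff set per screening run, cut at about 7.5% in these data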;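 further: red hydrolysis product quenches plate fluorescence so inhibitors raise well fluorescence; 0% = enzyme with DMSO and 100% = DMSO without enzyme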
The depositor's hits bear a star; / = not tested or not shown.

GalR3 antagonist,NS3 helicase inh,IDE cell activ,VIM-2 inh,UBC9 SUMO inh,p-CIP stab down,CRFR2-BP antag,IMP-1 inh,IDE cell inh,Structure
-3,-9,-3,-1.9,20,-10,7,-2.7,-7,COc1ccc([N+](=O)[O-])c(S(=O)(=O)c2ccc(Cl)cc2)n1
-6,1,5,-2.1,-17,-16,5,-3.2,-2,Cc1cc(C)cc(NC(=S)N2CCC(c3nc4ccccc4s3)CC2)c1
-1,/,3,/,/,/,-4,/,-1,O=C(Nc1cccc(S(=O)(=O)Nc2ccc(Cl)cc2)c1)c1ccccn1
2,1,6,-6.6,7,0,22,-3.5,-3,CCOC(=O)COc1ccc(/C=C2/SC(=Nc3ccccc3)N(Cc3cccnc3)C2=O)cc1OC
-4,3,1,-3.9,-60,1,9,-3.8,-6,O=C(NNC(=O)C(c1ccccc1)c1ccccc1)c1ccccn1
2,-3,2,-4.7,5,-1,8,-2.8,1,CC(C)(C)n1cnnc1Sc1ccc([N+](=O)[O-])cn1
-10,-3,5,0.3,-14,6,-3,-4.0,1,O=C(COC(=O)c1cccs1)Nc1ccccc1Cl
-2,/,3,/,/,/,-1,/,-3,Cc1cccc(OCCC(=O)OCc2csc(CC(=O)Nc3ccccc3C)n2)c1
-4,-9,4,-2.0,16,-4,11,-2.7,-5,Cc1ccc(C(=O)CSc2nc(N)cc(=O)[nH]2)cc1C
-6,-1,6,-3.4,9,0,-15,-4.0,4,CC1CC(C)(C)NC(=S)N1CCCC(=O)Nc1ccc(F)cc1 (stereo not drawn)
-10,-5,4,-2.8,8,-9,4,-3.5,/,CCCc1ccc(S(=O)(=O)NCC2CCCN2CC)cc1 (stereo not drawn)
-2,-18,2,0.2,-15,-20,-8,-0.9,4,COc1ccc(NCC(O)Cn2c(C)c(C)c3ccccc32)cc1 (stereo not drawn)
-10,15,0,-2.1,14,-9,-23,-3.4,2,O=c1[nH]c(=O)n(-c2ccccc2)c2c1C(C(F)(F)F)(C(F)(F)F)N=C(C1CCCCC1)N2
-1,5,1,-0.8,10,-34,-1,-0.1,-5,CCOC(=O)N1CCN(C(=O)CCNS(=O)(=O)c2ccccc2)CC1
-6,-3,6,-3.2,14,0,-6,-2.8,-4,COc1ccc(-n2nc3c(c2NC(C)=O)CS(=O)(=O)C3)cc1
1,7,-2,0.2,18,-6,-3,-3.1,1,COc1ccccc1-n1c(SCc2cc(=O)oc3cc(O)ccc23)nc2ccccc2c1=O
0,5,6,0.1,3,-18,17,-1.5,3,CN1C(=O)C(C)(C)c2cc(S(=O)(=O)N3CCCC(C(=O)NCc4ccccc4Cl)C3)ccc21 (stereo not drawn)
-4,/,4,/,/,/,6,/,-2,CCCC[C@@H]1C=C(C(=O)O)[C@H](c2ccc(Cl)c(Cl)c2)N1S(=O)(=O)c1ccc(C)cc1
3,6,8,-2.0,17,11,14,-5.0,0,Brc1ccccc1-c1nnc(CSc2nnc3sc4ccccc4n23)o1
-4,/,1,/,-15,-3,22,/,7,COC(=O)C1=C(C(=O)OC)[C@@H]2N(C)c3ccc(OC)cc3[C@@]23C[C@@H](C(=O)OC)N(C(=O)c2ccc(Br)cc2)C3=N1

Grouped by structure: those above with two or more sulfur atoms.
GalR3 antagonist,NS3 helicase inh,IDE cell activ,VIM-2 inh,UBC9 SUMO inh,p-CIP stab down,CRFR2-BP antag,IMP-1 inh,IDE cell inh,Structure
-6,1,5,-2.1,-17,-16,5,-3.2,-2,Cc1cc(C)cc(NC(=S)N2CCC(c3nc4ccccc4s3)CC2)c1
3,6,8,-2.0,17,11,14,-5.0,0,Brc1ccccc1-c1nnc(CSc2nnc3sc4ccccc4n23)o1

(cont.)
GalR3 antagonist,NS3 helicase inh,IDE cell activ,VIM-2 inh,UBC9 SUMO inh,p-CIP stab down,CRFR2-BP antag,IMP-1 inh,IDE cell inh,Structure
-6,21,4,-1.1,28,-6,24,-1.9,0,CC(=O)C1=C(O)C(=O)N(Cc2ccco2)C1c1ccccc1F (stereo not drawn)
7,7,5,1.0,1,-2,5,-2.8,3,CCOc1ccc(NC(=O)CSc2nccn2C)cc1
-5,/,6,/,/,/,-7,/,-5,COc1cccc(-c2c(-c3cc(OC)cc(OC)c3)n(C)c3ccc(Br)cc23)c1
-7,8,-30,6.1,-6,-4,-137,1.0,1,COc1ccc(/C=C2\SC(c3ccc(C)cc3)=NC2=O)cc1OC
-6,/,1,/,/,/,4,/,-4,CN(C)S(=O)(=O)c1ccc(SCC(=O)N2CC(=O)Nc3ccccc32)nc1
-4,/,6,/,/,/,-11,/,-2,O=C(Cc1n[nH]c(=O)c2ccccc12)N1CCN(S(=O)(=O)c2ccc(F)c(Cl)c2)CC1
7,-7,-1,-3.3,-6,3,29,-2.1,-1,CN(CCCCCC(=O)/C=N/O)Cc1ccccc1
-9,-2,7,-3.1,1,1,6,-4.7,11,CCOC(=O)Nc1ccc2c(c1)N(C(=O)CN1CCN(C)CC1)c1ccccc1CC2
-1,5,-2,-4.5,6,-5,-3,-2.8,7,O=S(=O)(Nc1ccc(Br)cc1)c1cccc2nonc12
-5,/,3,/,/,/,-9,/,4,Cc1ccsc1CN(C)C(=O)CN1C(=O)NC(c2ccccc2)(c2ccccc2)C1=O
1,-7,1,-0.7,8,8,-13,-0.1,1,CN(CCCC1CCCC1)C(=O)CC1C(=O)NCCN1Cc1cccc(F)c1F (stereo not drawn)
-3,10,-3,0.1,6,1,-10,0.8,-1,COc1ccc(-c2c(C#N)c(N)nc(Sc3ccc(Cl)cc3)c2C#N)cc1
-3,-1,0,-4.5,20,-4,10,-1.8,-2,Cc1nn(C)c(C(=O)NNC(=S)NCc2ccco2)c1Cl
2,0,3,-1.2,2,-1,1,-2.2,3,CC1(C)Cc2ccccc2C(=O)N1
-4,-9,7,-4.1,-11,3,15,-2.0,-2,Cc1ccc(NC(=S)N2CCC(c3ccccc3)C2)c(Cl)c1 (stereo not drawn)
-6,9,-4,0.7,3,4,-65,-0.5,5,Nc1c2c(nc3ccc(Br)cc13)N(c1ccccc1)CC2
-1,-6,7,-0.2,16,-1,10,-1.1,2,c1ccc(CSc2nnc(-c3ccco3)n2Cc2ccco2)cc1
-6,-23,-3,-4.0,-2,5,2,-3.2,0,COCCSc1nnc(NC(=O)COC)s1
-1,4,4,-4.8,-4,-7,1,-3.5,-4,Cc1c(Cl)c([N+](=O)[O-])nn1CC(=O)NCC1CCCO1 (stereo not drawn)
1,-4,2,1.8,-12,-8,1,-0.1,-1,O=S(=O)(c1ccccc1Cl)N1CCCC1c1nc(-c2ccccc2Cl)no1 (stereo not drawn)
-1,-2,4,0.5,13,-9,9,0.3,2,CC(NC(=O)Cn1nc(C(=O)O)c2ccccc2c1=O)c1ccccc1 (stereo not drawn)
0,3,/,-2.6,-6,5,-1,-1.1,0,CC1CC(CC(C)C(=O)NC(=S)Nc2ccc(S(N)(=O)=O)cc2)C(=O)O1 (stereo not drawn)
12,-6,2,0.1,-10,6,-18,-1.1,4,COc1ccc2ncc(S(=O)(=O)c3ccccc3)c(N3CCC4(CC3)OCCO4)c2c1
-5,-42,2,-2.8,-11,-4,-6,-2.8,1,O=C(CN1CCN(Cc2ccc(Cl)cc2)CC1)N/N=C/c1c[nH]c2ccccc12
-11,-18,1,-4.0,10,-9,-14,-1.7,2,COc1cccc(C(=O)c2cc3cc(Cl)ccc3[nH]2)c1
-2,4,6,-3.4,3,3,-4,-3.5,15,C=CCNC(=S)NNC(=O)Cn1c(-c2ccccc2)cc(=O)n2ncnc12
-3,16,0,-4.6,/,/,1,1.4,3,Cc1ccc2[nH]c(=O)c(CN(CCO)C(=O)N(C)C)cc2c1
-6,/,1,/,/,/,-12,/,1,Cc1nnnn1/C(=C\c1ccccc1)C(=O)OCC(=O)Nc1ccc(Cl)cc1F
-9,-81,-4,-5.7,-2,-11,-55,-4.3,-9,Clc1cccc2c1Sc1ccccc1CC2N1CCNCC1 (stereo not drawn)
0,-2,7,-2.3,21,-20,-6,0.9,2,CC(c1nccs1)N(C)c1nc2nonc2nc1N(C)C (stereo not drawn)
-3,21,6,-1.8,-20,0,21,1.7,-1,Cc1ccc(N2C(=O)[C@@H]3C(C(=O)C(c4ccccc4)c4ccccc4)=NN[C@@H]3C2=O)cc1
-1,-2,4,1.2,/,-4,-20,-1.7,3,CN1C(=O)CC(=O)N(C)c2cc(S(=O)(=O)N(C)Cc3ccccc3)ccc21
1,-7,-4,-1.4,12,-14,7,-1.8,5,CC(=O)/C(=N/Nc1ccc([N+](=O)[O-])cc1)N1CCCc2ccccc21
1,-12,-1,-0.2,-12,11,5,-1.1,9,O=C(O)C1CC=C(Cl)CC1C(=O)NCC1OCCc2ccccc21 (stereo not drawn)
-3,30,-1,1.0,6,5,1,-1.0,0,O=C(O)Cc1sc(NCc2ccco2)nc1-c1ccccc1
-3,1,-1,-1.2,-5,-23,-20,-7.1,-4,FC(F)(F)c1nc(N2CCCC2)ncc1-c1nnnn1-c1ccc(Cl)cc1
